Rpn11 block: Rpn11 (PSMD14) deubiquitinase inhibitors, primary screen, biochemical, fluorescence polarization, uHTS. actives 0.59% (n = 360,000). human 26S proteasome, Ub4-pepOG fluorescence polarization; 20S core pre-blocked with epoxomicin. 26S proteasome non-ATPase regulatory subunit 14 (Homo sapiens), O00487. calls only at 20 µM;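 active = inhibition at 20 µM, scaled to each plate's controls, above about 33%, limit read from the data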
Target sequence (O00487 whole entry, looked up): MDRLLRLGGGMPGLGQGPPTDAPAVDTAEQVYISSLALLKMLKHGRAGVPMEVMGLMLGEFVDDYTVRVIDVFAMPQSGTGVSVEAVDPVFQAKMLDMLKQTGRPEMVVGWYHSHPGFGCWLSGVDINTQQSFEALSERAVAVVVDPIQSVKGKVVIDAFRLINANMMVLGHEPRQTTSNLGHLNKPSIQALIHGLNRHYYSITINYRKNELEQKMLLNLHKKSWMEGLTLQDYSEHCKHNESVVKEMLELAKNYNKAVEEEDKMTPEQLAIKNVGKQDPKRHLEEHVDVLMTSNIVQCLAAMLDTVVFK
STEP block: STEP phosphatase inhibitors, primary screen, biochemical, fluorescence intensity, uHTS; inhibition, % at 20 µM; AID 588621, 2011; Tyrosine-protein phosphatase non-receptor type 5 (Homo sapiens), P54829; recombinant STEP, OMFP fluorogenic substrate; actives 0.25% (n = 360,000);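 active = inhibition at 20 µM, scaled per plate between control wells, above about 37%, limit read from the data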;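 note: 0% = DMSO with enzyme and substrate and 100% = substrate only without enzyme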
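System: isolated STEP enzyme; schedule: 20 min enzyme reaction at room temperature, protected from light; medium: Bis-Tris buffer pH 6.0, 2.5 mM DTT, 0.005% Tween 20; signal: fluorescence, 480/540 nm; dosing: single compound dose of 20 µM, 1% DMSO final; also added: OMFP substrate, 25 µM final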
SUMO1 PPI mod: modulators of SUMO1 protein-protein interactions, primary screen, biochemical, uHTS; inhibition, % at 20 µM; Small ubiquitin-related modifier 1 (Homo sapiens), P63165; actives 0.33% (n = 360,000); SUMO1 binding to a labelled peptide, TR-FRET, 1 h; in the data active = inhibition above about 37%
Target sequence (P63165 whole entry, looked up): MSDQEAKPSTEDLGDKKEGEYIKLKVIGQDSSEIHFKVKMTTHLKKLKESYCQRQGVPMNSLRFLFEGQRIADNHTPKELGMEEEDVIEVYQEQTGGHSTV
LMPTP block: LMPTP phosphatase inhibitors, primary screen, biochemical, fluorescence intensity, uHTS; Low molecular weight phosphotyrosine protein phosphatase (Homo sapiens), P24666; recombinant LMPTP-A, OMFP fluorogenic substrate; inhibition, % at 20 µM; actives 0.22% (n = 360,000); AID 651560, 2012;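 active = compounds that cut the enzyme signal by at least half of the control window in the single-dose screen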;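 note: plate controls were DMSO wells with enzyme plus substrate for no effect and substrate without enzyme for full effect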
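Test system: LMPTP-A phosphatase enzyme. Amount: LMPTP-A at 0.625 nM final in the reaction. Reagent: OMFP substrate, 400 µM final. Times: 50 min at room temperature. Signal: endpoint fluorescence intensity from OMFP dephosphorylation. Read-out basis: % inhibition. Benchmarks: no-enzyme and uninhibited controls.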
DNMT1 block: human DNMT1 methyltransferase inhibitors, primary screen, biochemical, molecular beacon, fluorescence, HinP1I cleavage, uHTS; DNA (cytosine-5)-methyltransferase 1 (Homo sapiens), P26358; inhibition (reported as % activation of signal), % at 10 µM; actives 0.83% (n = 360,000); AID 588458, 2011; in the data active = inhibition above about 50%
Scp1 inh: Scp-1 phosphatase inhibitors, primary screen, biochemical, colorimetric, uHTS | Carboxy-terminal domain RNA polymerase II polypeptide A small phosphatase 1 (Homo … | Recombinant Scp1, phosphopeptide, malachite green phosphate absorbance | inhibition, % at 20 µM | actives 0.88% (n = 340,000) | AID 493091, 2011;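 active = inhibition above about 50% at 20 µM, limit read from the data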;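 note: plate controls were DMSO wells with enzyme for no effect and wells lacking enzyme for full effect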
Target sequence (Q9GZU7 76-261 limits assumed): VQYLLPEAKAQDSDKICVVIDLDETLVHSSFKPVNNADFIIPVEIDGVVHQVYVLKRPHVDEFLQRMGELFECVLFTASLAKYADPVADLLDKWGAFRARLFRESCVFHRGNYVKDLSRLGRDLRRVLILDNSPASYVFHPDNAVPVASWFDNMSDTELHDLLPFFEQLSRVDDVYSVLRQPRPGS
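System: SCP-1 catalytic domain; Reagent: Phospho 17-mer peptide substrate; Doses: one concentration, 20 µM, with 1.0% DMSO; Incubation: 45 min room-temperature reaction, 5 min colour, 30 min stabiliser; Signal: Phosphate-binding colour reagent, absorbance read at 630 nm.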
MsrA inh: bovine MsrA enzyme inhibitors, primary screen, biochemical, absorbance, HTS. purified bovine MsrA, absorbance read-out. actives 0.75% (n = 360,000). inhibition, % at 15.5 µM. Methionine sulfoxide reductase A (Bos taurus); in the data active = inhibition above about 4.5%;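 note: 0% = vehicle wells with enzyme and 100% = reference inhibitor wells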
TbMetRS inhib: T. brucei MetRS inhibitors, primary screen, biochemical, luminescence; methionyl-tRNA synthetase (Trypanosoma brucei brucei); purified T. brucei MetRS, ATP depletion, Kinase-Glo luminescence; inhibition, % at 11.9 µM; actives 0.4% (n = 360,000);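 active = inhibition above a per-plate cutoff of the control wells' mean inhibition plus 3 SD, cut at about 5.5% in these data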;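 note: 0% = DMSO wells median and 100% = median of wells with control inhibitor compound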
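Test system: purified T. brucei MetRS enzyme. Also added: ATP, methionine and E. coli bulk tRNA substrates. Compound: 11.9 µM single point. Schedule: 15 min enzyme-compound preincubation, 2 h reaction, 10 min detection, 25 °C. Signal: luciferase luminescence of residual ATP, Kinase-Glo. Evaluation: percent inhibition versus plate control medians. Controls: DMSO wells, low control.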
CSN inh: inhibitors of CSN-mediated cullin deneddylation, primary screen, biochemical, fluorescence polarization, uHTS; COP9 signalosome complex subunit 5 (Homo sapiens), Q92905; Purified CSN, SCF-Nedd8-OG deneddylation; inhibition, % at 12.5 µM; actives 0.38% (n = 360,000);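 active = pattern-corrected inhibition above about 35%, with an unprinted fluorescence ratio check between 0.5 and 1.5, limit read from the data, passing the limit was not always enough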;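 note: 0% = enzyme with substrate and 100% = substrate without enzyme; some results filed as inactive read as strong as hits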
Target sequence (Q92905 whole entry, looked up, one chain of several): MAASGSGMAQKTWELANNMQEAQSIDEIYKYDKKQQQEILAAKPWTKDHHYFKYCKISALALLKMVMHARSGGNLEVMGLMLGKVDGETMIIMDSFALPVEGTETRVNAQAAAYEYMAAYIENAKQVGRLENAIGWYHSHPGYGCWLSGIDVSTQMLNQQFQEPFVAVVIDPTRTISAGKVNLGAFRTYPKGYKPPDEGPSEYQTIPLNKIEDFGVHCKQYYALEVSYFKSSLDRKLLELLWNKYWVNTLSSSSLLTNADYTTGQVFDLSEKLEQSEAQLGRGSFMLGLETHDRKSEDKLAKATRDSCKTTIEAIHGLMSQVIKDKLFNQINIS
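Test system: Human Csn5 produced in HEK293T cells | Compound: 12.5 µM single point | Times: 90 min, room temperature | Signal: Fluorescence polarization readout | Read-out basis: % inhibition of substrate cleavage by Csn5 | Controls: no-enzyme wells high, enzyme-with-substrate wells low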
NadD inh: inhibitors of S. aureus NadD, primary screen, biochemical, colorimetric, uHTS | AID 602399, 2012 | purified NadD enzyme, colorimetric absorbance read-out | inhibition, % at 20 µM | Nicotinate-nucleotide adenylyltransferase NadD (Staphylococcus aureus N315) | actives 0.78% (n = 360,000); in the data active = inhibition above about 26%; note: some compounds past the cut are filed as inactive
Active calls of the source: *; i = inactive; x = not tested or not shown; + = active, no number.

compound	Rpn11 block	STEP block	SUMO1 PPI mod	LMPTP block	DNMT1 block	Scp1 inh	MsrA inh	TbMetRS inhib	CSN inh	NadD inh
CNC(=S)N1N=C(c2ccc(Br)cc2)CC1c1ccc(Br)cc1 (stereo not drawn)	i	0	1	2.6	-4	-11	4.5	0.5	1	1
CCN(CC)C(=S)SC1CCCCN(C(=O)c2ccccc2)C1=O (stereo not drawn)	i	-1	1	1.3	1	-17	1.6	-0.1	0	-9
Cc1ccc(NS(=O)(=O)c2cc(C(=O)NCCCN(C)C)ccc2Cl)cc1Cl	i	2	0	-1.0	-2	-4	-1.1	0.1	-1	-8
COCOCCn1cc(CN2CCS(=O)(=O)N(Cc3ccc(-c4cccc(CO)c4)cc3)C(CC(C)C)C2=O)nn1 (stereo not drawn)	i	-1	1	-1.3	-4	x	-1.3	-1.0	-1	-1
COc1cc(/C=C(/C#N)C(=O)NC(C)c2ccccc2)cc(OC)c1O (stereo not drawn)	+	-1	-21	-1.0	3	-5	0.6	0.0	18	1
CCC(C)NC(=O)COC(=O)c1ccccc1OCC(=O)Nc1ccc(Br)cc1 (stereo not drawn)	i	-1	-5	-1.8	51*	-5	-0.7	-0.2	-3	2
CCc1nc2c(OCCOc3ccc(F)cc3)cccn2c1N(C)C(=O)c1ccc(C)cc1	i	7	-2	1.3	-3	x	-0.3	-0.4	-3	3
O=C(NC1(C(F)(F)F)NC(=O)N(c2ccccc2F)C1=O)c1ccncc1 (stereo not drawn)	i	-2	-1	-1.0	1	-5	-0.7	0.2	-3	-1
Cc1c(CN(C)Cc2cn(C)nc2-c2ccccc2F)[nH]c2ccccc12	i	0	3	0.8	-7	-10	2.6	-0.7	1	-7
COc1ccc(-c2n[nH]c(C)c2-c2cc(OC)ccc2O)cc1	i	-7	0	0.1	5	-8	0.6	0.0	-3	-5
O=C1c2ccccc2C(=O)N1CCc1nn[nH]n1	i	-2	-2	-0.7	3	-3	1.7	-0.1	0	-1
COc1cccc(Nc2nc(C(N)Cc3ccccc3)cs2)n1 (stereo not drawn)	i	-1	-8	-0.1	-3	x	-1.9	-0.3	3	2
Cc1ccc(NC(=O)COC(=O)c2ccc3c(c2)OCO3)cc1S(=O)(=O)N1CCCCC1	i	0	1	1.2	1	-10	0.5	-1.4	-10	0
O=C(O)Cc1ccc(NC(=O)C(c2ccccc2)c2ccccc2)cc1	i	-2	4	-0.4	-1	-11	-1.9	0.0	-7	-5
CC(c1ccccc1)N1CNc2c(c(=O)n(C)c(=O)n2C)C1 (stereo not drawn)	i	-1	1	-1.4	1	-10	0.4	0.2	-2	2
C=CCn1c(=O)c2ccccc2n2c(SCc3cc(=O)n4ccsc4n3)nnc12	i	-6	1	-1.2	2	-4	1.5	-0.4	0	-3
COc1ccc(Cl)cc1NC(=O)NC(C)C	i	-2	-1	-0.1	-2	-14	-0.5	-0.1	-6	0
CN1C(=O)c2ccc(NC(=O)C3CC3)cc2C1=O	i	-2	-16	-0.6	1	-5	0.0	0.3	-3	2
COc1ccc(-c2noc(-c3ccc(Br)o3)n2)cc1OC	i	-2	4	3.7	-3	5	-1.4	0.4	4	-5
OC(COc1cccc2ccccc12)CN1CCN(c2ccccn2)CC1 (stereo not drawn)	i	-4	1	0.3	-3	-3	-0.8	0.1	-3	-6
COc1ccc(C(=O)N(CN2CCCC2=O)c2nccs2)cc1OC	i	-1	2	0.0	10	-9	7.5*	-1.4	3	-3
COc1ccc(NC(=O)COC(=O)CNC(=O)c2cccs2)cc1Cl	i	-4	1	0.0	1	-8	0.2	2.3	3	-6
CCNC(=O)COC(=O)c1ccc(NS(=O)(=O)c2ccc3c(c2)OCCO3)cc1	i	-2	0	-0.2	-1	-6	2.2	0.9	-17	-4
O=C(N/N=C1/CCS(=O)(=O)c2ccc(F)cc21)c1ccccn1	i	1	-9	-1.8	1	0	0.1	-0.4	-5	-5
CN1C(C(=O)NCc2ccco2)=CC(c2ccc(F)cc2)=NS1(=O)=O	i	0	-24	0.0	-1	-9	2.6	-0.4	1	-2
Cc1noc(C)c1S(=O)(=O)Nc1c(C)n(C)n(-c2ccccc2)c1=O	i	-6	-2	0.8	5	3	0.9	-0.3	-5	-6
COc1cc2c(cc1OC)C(c1ccc(-c3ccc(Cl)cc3Cl)o1)=NCC2	i	-1	-6	5.6	-14	7	-0.3	-0.4	5	-2
CC(c1ccccc1)N1C(=O)C2C3CCC(C3)C2C1=O (stereo not drawn)	i	-3	0	-0.8	4	2	-1.1	-0.3	-17	-2
C=C1CCC2[C@](C)(CO)[C@H](O)CC[C@@]2(C)[C@@H]1/C=C/C1=CCOC1=O (stereo partly drawn)	i	0	3	-2.1	-4	7	0.2	0.6	3	5
CC(C)NC(=O)Cn1c(=O)n(CC(=O)N2CCCCC2)c(=O)c2sccc21	i	-2	2	-1.4	4	-4	0.3	1.3	-1	-1

(more compounds)
SMILES	Rpn11 block	STEP block	SUMO1 PPI mod	LMPTP block	DNMT1 block	Scp1 inh	MsrA inh	TbMetRS inhib	CSN inh	NadD inh
CCOC(=O)C1CCN(S(=O)(=O)c2ccc3c(c2)CC(=O)N3C)CC1	i	0	-1	-0.7	-4	69*	-1.7	-0.2	3	2
N#C/C(=C\c1ccc(Br)s1)C(=O)N1CCN(c2ccccc2)CC1	i	1	-1	1.4	-4	-8	1.1	-0.3	3	-5
COc1ccc(-c2nnc(SCC(=O)N3CCCC(C)C3)o2)c(OC)c1 (stereo not drawn)	i	-3	1	-1.5	1	-5	0.1	-1.0	-4	-6
O=C(c1ccccc1)c1cc2c(cc1[N+](=O)[O-])OCCO2	i	0	-13	1.1	-4	-8	0.9	-0.3	-3	-6
COc1cccc(COc2ccc3ccc(=O)oc3c2)c1	i	0	-8	1.4	-4	-5	0.3	-0.1	1	-11
CCn1c(=O)cc(OCC(=O)Nc2cccnc2)c2ccccc21	i	3	0	-0.9	0	3	0.1	1.1	1	7
O=C(O)c1nc(NCCc2ccccc2)ncc1Cl	i	-1	1	-1.4	1	-1	0.5	-0.5	0	-4
CC(C)c1ccc(C2CC(=O)N3CN(Cc4ccco4)CSC3=C2C#N)cc1 (stereo not drawn)	i	-2	-1	5.9	-16	-9	0.1	-0.5	7	14
CSc1cccc(NC(=O)Nc2ccccc2C(N)=O)c1	i	-2	3	2.1	-2	-4	0.7	-1.1	8	-6
CCC(c1nnnn1CCc1ccccc1)N(Cc1ccco1)Cc1cc2cc(C)cc(C)c2[nH]c1=O (stereo not drawn)	i	-2	-6	-0.7	-7	-2	0.1	-0.9	2	-4
CC(=O)N1c2c(cc(Br)cc2S(=O)(=O)NCc2cccnc2)CC1C (stereo not drawn)	i	0	0	-1.2	-1	3	0.6	-0.8	-3	-4
O=C(Nc1ccc(N2CCN(Cc3ccccc3F)CC2)cc1)c1ccccc1[N+](=O)[O-]	i	1	-19	0.8	1	4	0.5	-0.4	-3	-8
COc1ccc(NC(C)=O)cc1NC(=O)c1cccc(S(=O)(=O)N2CCN(Cc3ccccc3)CC2)c1	i	-1	26	-0.4	-6	-1	-0.8	-0.6	5	-7
Brc1cnc(N2CCOCC2)nc1N1CCCCC1	x	-1	3	0.3	-9	-5	0.8	-0.3	3	-3
O=C(CSc1nnc(-c2ccncc2)n1CCc1ccccc1)NCc1ccccc1	i	1	0	-0.3	-1	-1	-0.5	0.0	3	-2

Part of the list above, reformatted:
Rpn11 block | STEP block | SUMO1 PPI mod | LMPTP block | DNMT1 block | Scp1 inh | MsrA inh | TbMetRS inhib | CSN inh | NadD inh | Structure
i | -3 | 1 | -1.5 | 1 | -5 | 0.1 | -1.0 | -4 | -6 | COc1ccc(-c2nnc(SCC(=O)N3CCCC(C)C3)o2)c(OC)c1 (stereo not drawn)
i | -2 | -6 | -0.7 | -7 | -2 | 0.1 | -0.9 | 2 | -4 | CCC(c1nnnn1CCc1ccccc1)N(Cc1ccco1)Cc1cc2cc(C)cc(C)c2[nH]c1=O (stereo not drawn)

A draw from above in order of formula weight, descending:
SMILES	Rpn11 block	STEP block	SUMO1 PPI mod	LMPTP block	DNMT1 block	Scp1 inh	MsrA inh	TbMetRS inhib	CSN inh	NadD inh
COc1ccc(-c2nnc(SCC(=O)N3CCCC(C)C3)o2)c(OC)c1 (stereo not drawn)	i	-3	1	-1.5	1	-5	0.1	-1.0	-4	-6
C=C1CCC2[C@](C)(CO)[C@H](O)CC[C@@]2(C)[C@@H]1/C=C/C1=CCOC1=O (stereo partly drawn)	i	0	3	-2.1	-4	7	0.2	0.6	3	5
COc1cccc(Nc2nc(C(N)Cc3ccccc3)cs2)n1 (stereo not drawn)	i	-1	-8	-0.1	-3	x	-1.9	-0.3	3	2
